USP1-UAF1 inh: inhibitors of human USP1/UAF1 deubiquitinase. Potency, µM (doses to about 57.1 µM), for inactives: at the top dose activity change, negative = inhibition, usual class: inhibitors. AID 743255. recombinant USP1/UAF1, Ub-Rhodamine cleavage fluorescence. O94782. actives 0.23% (n = 390,000); further: potency means the concentration at half of the fitted maximal effect; on the % scale 0 is the no-effect control and ±100 the full control effect; nearly all actives have a fitted effect of over 60% in size; inactives centre near -12
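In this screen, compounds sit with the deubiquitinase complex (1nM) for 15 min at room temperature before Ub-Rho is added at 150nM final. Fluorescence rise is then followed for 6 reads every 60 seconds.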
rTrxR1 inhibitor: inhibitors of rat thioredoxin reductase 1; O89049; recombinant rTrxR1, NADPH fluorescence consumption, selenite substrate; Potency, µM (highest dose often 114 µM), for inactives: at the top dose activity change, negative = inhibition, hits mostly inhibitors; actives 1% (n = 390,000); AID 588453; further: potency means the concentration at half of the fitted maximal effect; on the % scale 0 is the no-effect control and ±100 the full control effect; nearly all actives have a fitted effect of over 65% in size
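Rat TrxR1 (90 nM in the dispensed reagent) was pre-reduced with 400 uM NADPH for 5 min at room temperature, then incubated with compound for 15 min. After 400 uM selenite was added, NADPH fluorescence (Ex 340/Em 450 nm) was followed for 8 min.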
TRHR enhancer: allosteric enhancers of human TRH receptor; P34981; TRHR cells, fluo-8 calcium fluorescence, EC20 TRH enhancement; enhancement, % at 2 µM; actives 0.66% (n = 360,000); AID 493056; in the data active means enhancement above about 30%; further: 0% is about no effect
Target sequence (P34981 whole entry, looked up): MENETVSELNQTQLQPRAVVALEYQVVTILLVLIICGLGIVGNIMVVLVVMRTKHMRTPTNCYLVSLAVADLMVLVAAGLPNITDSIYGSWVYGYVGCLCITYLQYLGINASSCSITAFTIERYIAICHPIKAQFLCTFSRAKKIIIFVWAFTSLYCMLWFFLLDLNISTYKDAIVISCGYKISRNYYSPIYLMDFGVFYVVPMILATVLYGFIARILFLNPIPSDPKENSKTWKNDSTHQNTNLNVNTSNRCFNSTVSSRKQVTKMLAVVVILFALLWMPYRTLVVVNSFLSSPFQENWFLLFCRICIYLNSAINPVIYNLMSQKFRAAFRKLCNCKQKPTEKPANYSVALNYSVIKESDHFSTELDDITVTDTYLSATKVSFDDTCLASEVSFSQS
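Enhancer read-out: after compound pinning and an initial kinetic agonist-mode read, an EC20 of TRH (10 nM final) was injected and fluo-8 calcium signal (Ex 480/Em 530) followed at 1 s/cycle for 100 cycles in TRHR-expressing cells.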
TRHR agonist: TRH receptor (human) agonism | TRHR cells, calcium flux fluo-8, FDSS agonist mode | P34981 | actives 0.18% (n = 360,000) | activation, % at 2 µM; in the data active means activation above about 30%; further: 0% is about no effect
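In this calcium-flux screen, cells bearing human TRHR are dye-loaded with fluo-8, baselined for 10 cycles, then exposed to library compounds; positive kinetic calcium responses during the agonist phase mark hits, with TRH as control.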
mIDH1 inhibitor: blocks human mutant IDH1 R132H enzyme; O75874; IDH1-R132H enzyme, NADPH consumption, diaphorase/resazurin fluorescence; actives 0.093% (n = 390,000); Potency, µM (titrated, usually from 76.6 µM), for the others: top-dose activity change, negative = inhibition, usual class: inhibitors; AID 602179; further: potency means the concentration at half of the fitted maximal effect; on the % scale 0 is the no-effect control and ±100 the full control effect; nearly all actives have a fitted effect of over 65% in size
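IDH1-R132H (0.5 ug/mL) preincubated 30 min with compound, then NADPH (0.016 mM) and alpha-KG (2 mM) added; 80 min at RT, pH 7.5. Remaining NADPH coupled via diaphorase/resazurin to fluorescence (540/590 nm); concentration-response curves normalized to no-enzyme control.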
D2 agonist: D2 dopamine receptor (human) agonism; HEK293 T-REx D2 cells, calcium flux agonist mode; activation, % at 2 µM; actives 0.53% (n = 340,000);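 active means activation over 3 SD above normal in the single-dose calcium agonist read, cut at about 30% in these data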; further: 0% is about no effect
Target sequence (P14416 whole entry, looked up): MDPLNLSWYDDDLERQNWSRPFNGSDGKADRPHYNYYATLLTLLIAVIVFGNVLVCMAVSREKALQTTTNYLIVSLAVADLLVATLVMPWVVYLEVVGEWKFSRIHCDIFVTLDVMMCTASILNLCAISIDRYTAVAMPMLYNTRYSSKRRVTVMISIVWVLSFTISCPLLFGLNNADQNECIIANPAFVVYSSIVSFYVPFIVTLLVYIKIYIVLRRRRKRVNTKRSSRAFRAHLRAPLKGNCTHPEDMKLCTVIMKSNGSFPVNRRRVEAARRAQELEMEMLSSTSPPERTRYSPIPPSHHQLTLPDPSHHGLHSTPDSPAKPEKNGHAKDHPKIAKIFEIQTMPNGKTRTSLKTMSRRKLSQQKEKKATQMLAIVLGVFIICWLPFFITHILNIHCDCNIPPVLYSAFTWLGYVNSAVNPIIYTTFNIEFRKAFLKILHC
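Agonism scored from kinetic calcium signal (1 read/sec, 180 s) following compound pin transfer, after a 10 s baseline. Cells: HEK293 Trex line expressing inducible D2 receptor coupled to calcium, dye-loaded after overnight culture at 30 C.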
D2 antag: antagonizes the human D2 dopamine receptor; P14416; HEK293 TREx D2 cells, calcium flux, dopamine EC80; inhibition, % at 10 µM; actives 2% (n = 340,000); AID 485344; in the data active means inhibition above about 30%; further: 0% is about no effect
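HEK293 T-REx D2 cells, tet-induced, calcium dye no-wash. Cpd pintool add, 180 s kinetic, then EC80 DA, 180 s kinetic. Ca flux read.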
TrxR1 substrate: substrates of rat thioredoxin reductase 1; purified TrxR1 substrate turnover, NADPH consumption readout; Potency, µM (doses to about 114 µM), for the others: at the top dose activity change, negative = substrate turnover; actives 0.01% (n = 390,000); further: potency means the concentration at half of the fitted maximal effect; on the % scale 0 is the no-effect control and ±100 the full control effect; nearly all actives have a fitted effect of over 50% in size
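Rat TrxR1, dispensed at 90 nM, was prereduced with 400 uM NADPH (final) for 5 min at ~22 deg C, then incubated with compound 15 min before 400 uM selenite. A first-read NADPH fluorescence drop versus no-compound background flagged substrates.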
Pin1 inhibitor: blocks the human prolyl isomerase Pin1 | Pin1 FP peptide displacement, HiFluor488, 10 min | Potency, µM (highest dose often 115 µM), inactives show at the top dose activity, negative = inhibition, hits mostly inhibitors | actives 0.009% (n = 390,000) | AID 504891; active means well fitted inhibition curve with a large enough effect in the polarisation, with a control signal flat, not every such curve was filed as active; inconclusive means small, poorly fitted or top-dose-only effect, or effect the other way, or a change in a side signal; inactive means no such curve, though single readings can be large or run the other way; the % refers to the polarisation; further: potency means the concentration at half of the fitted maximal effect; on the % scale 0 is the no-effect control and ±100 the full control effect
Target sequence (Q13526 whole entry, looked up): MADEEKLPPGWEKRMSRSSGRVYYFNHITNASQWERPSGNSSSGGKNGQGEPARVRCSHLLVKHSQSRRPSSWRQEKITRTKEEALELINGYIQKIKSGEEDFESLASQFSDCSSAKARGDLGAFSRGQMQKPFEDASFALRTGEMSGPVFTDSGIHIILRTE
* = called active by the depositor; u = inconclusive; x = not tested or not shown; & = joins results of further samples; [ ] = dose if it differs, or a comment. Unless noted, the call rests on the fitted dose curve; in most records, active means well fitted inhibition curve with a large enough effect; inconclusive means small, poorly fitted or top-dose-only effect; inactive means no such curve, though single readings can be large or run the other way.

SMILES | USP1-UAF1 inh | rTrxR1 inhibitor | TRHR enhancer | TRHR agonist | mIDH1 inhibitor | D2 agonist | D2 antag | TrxR1 substrate | Pin1 inhibitor
Cc1cc(NS(=O)(=O)c2ccc(NC(=O)C(F)(F)F)cc2)nc(C)n1 | 5.5% | 34.0% | 7.5 | -0.1 | -18.9% | -0.5 | 2.3 | 2.0% | -10.0%
O=C(CCCc1nc(-c2ccccc2)no1)NCc1cccnc1 | -6.7% | 18.2%[57.1 µM] | 7.2 | -0.3 | 2.2% | -0.4 | -21.2 | 0.3%[57.1 µM] | 8.3%
Cc1ccc(C)c(OCC(O)CN2C(C)CCCC2C)c1 (stereo not given) | 2.4% | -6.5% | 4.3 | 1.3 | -1.9% | 1.5 | -13.6 | 6.5%[57.1 µM] | -6.9%
CCN1C(=S)N[C@@H](c2cccc(F)c2)C(C(=O)OC)=C1C | -23.8% | 8.2% | 10.3&1.5 | 3.4&-1.7 | -13.6% | x | x | -1.7% | -5.1%
CSc1ncccc1C(=O)Nc1ccc(S(=O)(=O)NC2=NCCCCC2)cc1 | -13.9% | -18.9% | -10.4 | 0.1 | -1.8% | -3.5 | 1.6 | -13.0% | 3.6%
O=C1CN(S(=O)(=O)c2ccccc2Cl)CCN1 | -9.6% | -9.6% | -6.8 | -0.2 | 2.0% | -1.4 | 0.8 | -10.9% | -0.2%
O=C(C1CCN(S(=O)(=O)c2c(Cl)cccc2Cl)CC1)N1CCCC1 | u | 15.8%[57.1 µM] | x | x | 5.6% | x | x | 1.1%[57.1 µM] | -3.8%
CCOC(=O)CCC(NC(=O)c1ccc(NCN2C(=O)c3ccccc3C2=O)cc1)C(=O)OCC (stereo not given) | 10.5% | 12.1%[57.1 µM] | -8.8 | -0.6 | 6.8% | -1.1 | -2.6 | 8.1%[57.1 µM] | 4.8%
CCS(=O)(=O)N1CCC(C(=O)O)CC1 | -6.7% | 9.7% | -0.6 | 0.2 | -0.4% | 0.2 | 8.3 | 4.3% | -4.2%
COCCn1c(SCC(=O)Nc2sc(C)c(C)c2C#N)nnc1-c1ccc(OC)cc1 | -16.5% | -0.9%[57.1 µM] | -0.3 | -1.2 | 2.5% | -1.8 | 4.4 | 4.0%[57.1 µM] | 1.6%
Cc1ccc(CNC(=O)CN(C)S(=O)(=O)c2cccc3nsnc23)cc1 | -17.1% | -2.5% | 2.2 | -1.3 | 0.9% | 0.2 | 23.0 | -6.5% | -6.4%
COc1ccc(N(C(=O)c2ccco2)C(C(=O)NC2CCCCC2)c2cccs2)cc1OC (stereo not given) | -13.7% | -5.7% | -0.4 | 1.0 | 1.7% | -0.9 | 6.0 | 26.2% | -4.0%
CCc1ccccc1NC(=O)Nc1ccon1 | -8.6% | 15.6% | -3.3 | -0.4 | -2.6% | 0.0 | 4.7 | 2.6% | 1.5%
O=c1[nH]c(S)nc2sc3c(c12)CCCC3 | -9.1% | u | 2.4 | -0.1 | 2.1% | -0.5 | -4.4 | -16.8% | -3.9%
CC1CN(C(=O)CCNC(=O)c2ccc(Cl)cc2)CC(C)O1 (stereo not given) | -9.9% | 21.2% | -1.8 | -0.3 | 0.0% | 0.2 | 4.8 | 9.2% | -3.0%
Cc1nn(Cc2ccc([N+](=O)[O-])cc2)c(=O)n1-c1ccc(F)cc1 | -6.3% | 12.3% | 7.5 | -0.2 | 0.6% | -0.2 | -16.9 | -7.0% | -3.6%
Cc1ccc(-n2c(=O)c3ccc(C(=O)NCc4ccccc4Cl)cc3n(Cc3cccc(F)c3)c2=O)cc1 | -10.7% | 20.9% | -6.1 | 0.5 | -4.7% | 0.4 | x | 4.6% | -0.5%
N/C(=N\OC(=O)CCCc1ccccc1)c1cccnc1 | -20.1% | -5.8% | 8.3 | 0.2 | 1.2% | -0.4 | -3.6 | -7.1% | 1.8%
C[C@H](NC(=O)c1ncn(C)c1C(=O)N[C@@H](C)c1ccccc1)c1ccccc1 | -17.9% | 5.1%[57.1 µM] | x | x | 0.0% | x | x | 9.4%[57.1 µM] | -3.9%
Cn1c(=O)[nH]c(=O)c2c1nc(N1CCCCC1)n2C/C=N/NC(=O)c1cc(Br)ccc1O | -9.4% | 14.9% | -1.4 | 2.8 | -7.3% | 1.9 | -6.0 | 0.0% | 6.7%
COc1ccc2c(CC(=O)OCC(=O)NC(N)=O)coc2c1 | -14.3% | -2.5% | -7.0 | -1.2 | -2.1% | -0.3 | 10.2 | -8.2% | 0.1%
C=CCC1Cc2c(cccc2[N+](=O)[O-])C(CC=C)N1 (stereo not given) | -19.8% | -1.5%[57.1 µM] | -3.3 | -0.6 | -1.5% | 50.3* | 36.1* | -6.6% | 13.2%
CCOC1=C/C(=C/c2c(N)n3nc(CC(=O)N4CCCC4)sc3nc2=O)C=CC1=O | -0.7% | -10.5% | -4.9 | 16.3 | -2.6% | 5.2 | 1.8 | -21.1% | u
Cc1ccc(OCCN2C(=O)NC3(CCc4ccccc4C3)C2=O)cc1 (stereo not given) | -9.8% | 3.6% | 5.5 | 0.1 | -11.2% | 0.2 | -3.1 | -2.2% | -0.5%

Single records (already shown):
O=C(CCCc1nc(-c2ccccc2)no1)NCc1cccnc1 reads USP1-UAF1 inh: -6.7%; rTrxR1 inhibitor: 18.2%[57.1 µM]; TRHR enhancer: 7.2; TRHR agonist: -0.3; mIDH1 inhibitor: 2.2%; D2 agonist: -0.4; D2 antag: -21.2; TrxR1 substrate: 0.3%[57.1 µM]; Pin1 inhibitor: 8.3%
Cc1ccc(OCCN2C(=O)NC3(CCc4ccccc4C3)C2=O)cc1 (stereo not given) reads USP1-UAF1 inh: -9.8%; rTrxR1 inhibitor: 3.6%; TRHR enhancer: 5.5; TRHR agonist: 0.1; mIDH1 inhibitor: -11.2%; D2 agonist: 0.2; D2 antag: -3.1; TrxR1 substrate: -2.2%; Pin1 inhibitor: -0.5%

Additional results follow:
SMILES | USP1-UAF1 inh | rTrxR1 inhibitor | TRHR enhancer | TRHR agonist | mIDH1 inhibitor | D2 agonist | D2 antag | TrxR1 substrate | Pin1 inhibitor
O=C(O)c1ccccc1CSc1nc2ccccc2s1 | -5.9% | 4.5% | -4.2 | -0.8 | -7.7% | -1.4 | -17.0 | -1.7% | -17.8%
CCn1cc(C(=O)OCC(=O)c2cc(C)n(-c3ccccc3F)c2C)c(=O)c2ccc(C)nc21 | -11.7% | -1.3%[57.1 µM] | 3.3 | -0.3 | -0.2% | 0.1 | 12.4 | 6.5%[57.1 µM] | 1.8%
Nc1cc(C(F)(F)F)cc([N+](=O)[O-])c1N | -10.0% | 3.6% | 3.5 | 0.1 | -0.7% | x | x | -0.4% | 2.2%
COc1cccc(C2c3[nH]c4ccccc4c3CCN2Cc2cccn2-c2ncccn2)c1 (stereo not given) | -21.9% | -5.6% | -4.3 | 1.3 | 13.2% | 0.5 | 17.4 | 5.5% | -0.7%
CC(=O)N(C)c1ccc(N=Cc2cc3c(cc2[N+](=O)[O-])OCO3)cc1 | u | 9.3%[57.1 µM] | x | x | -7.6% | x | x | 5.8%[57.1 µM] | -1.3%
CC(=O)/C=C1/SC(CC(=O)O)C(=O)N1c1ccccc1 (stereo not given) | -16.0% | -0.5% | 2.7 | 0.3 | 8.1% | 0.6 | 11.3 | -2.8% | 4.7%
CCOC(=O)Cc1nnc(NCc2ccccc2)c2ccccc12 | -15.8% | -6.7% | 11.4 | -1.2 | -12.6% | -1.7 | -6.6 | -11.3% | 4.7%
COCCNc1nc2c(c(=O)n(C)c(=O)n2C)n1Cc1cccc(C)c1 | -17.7% | 21.9% | -0.7 | -0.4 | 1.9% | 0.6 | -6.1 | 8.2% | 2.0%
CC(C)c1ccc(S(=O)(=O)N2CCC(N3CCN(Cc4ccccc4)C(=O)C3=O)CC2)cc1 | -22.6% | 11.6%[57.1 µM] | 7.8 | -0.4 | -6.8% | x | x | -2.8%[57.1 µM] | -0.7%
CN(C)c1ccc(CNc2nc(-c3ccco3)nn2C(=O)c2cccc([N+](=O)[O-])c2)cc1 | -18.1% | 9.6% | -6.3 | -0.2 | 0.0% | 1.9 | x | 0.6% | 0.5%
NC(=O)c1ccccc1[N+](=O)[O-] | -20.2% | 22.4% | 10.1 | 0.2 | 2.2% | 0.4 | -12.0 | 4.8% | -2.9%
CCN(CC(=O)Nc1c(F)cccc1F)C(=O)c1ccccn1 | -9.6% | 7.3% | 5.0 | 0.3 | -9.4% | 0.8 | 2.6 | -6.7% | 0.0%
C=CCSc1nnc2c(n1)[nH]c1c(C)cccc12 | u | 0.5% | -6.0 | -1.0 | 4.0% | -1.5 | -9.4 | 7.2% | 4.2%
CC(=O)c1ccc(NS(=O)(=O)c2c(C)cc(C)cc2C)cc1 | u | 29.6%[57.1 µM] | 2.6 | -0.3 | 11.0% | -1.0 | 11.2 | 14.4%[57.1 µM] | 2.8%
CCCn1c(SCc2ccc(C(=O)OC)o2)nc2ccccc2c1=O | u | 20.3% | 2.6 | 0.1 | 4.9% | -1.2 | -2.1 | 5.6% | 1.1%
COc1ccc(C(=O)CCC(=O)Nc2ccc(Cl)cc2)cc1 | -23.0% | 11.1% | 4.1 | -1.0 | 1.6% | -0.9 | 24.9 | -3.0% | -2.9%
CCOC(=O)Cc1csc(NC(=O)c2ccc(F)cc2)n1 | -21.0% | 8.8% | 1.5 | 0.6 | -2.7% | 0.9 | 3.5 | -0.8% | 2.8%
O=C(NCCc1ccccc1)C(=O)NCCC1CCCCN1S(=O)(=O)c1cccs1 (stereo not given) | -0.1% | 5.8% | -3.3 | 0.4 | -0.1% | -0.1 | 13.9 | -3.4% | 4.0%
Cc1ccc(C(=O)NNC(=O)c2ccccc2)cc1S(=O)(=O)N1CCCCC1 | -20.6% | 20.3% | -5.6 | 1.4 | 4.5% | 0.3 | -2.5 | 5.4% | -5.3%
C=CC[C@@H](CC(=O)OC(C)(C)C)C(=O)OC[C@H]1CCCN1C(=O)[C@@H](CC=C)CC(=O)N(CCO)Cc1ccccc1 | -5.2% | 3.3% | x | x | 7.8% | x | x | -7.0% | -8.3%

This is a subset (hit frequency here may not be typical).
